Assay outcomes: PubChem BioAssay, several laboratories
Salmonella PhoP GFP – inhibitors of PhoP regulon expression, primary screen, Salmonella Typhimurium, GFP reporter (AID 1863) | S. Typhimurium PhoP-regulated promoter GFP reporter, 4 h; higher % means a stronger effect | inhibition, % at 50 µM; hits with a dose series show IC50 in µM | 0.16% of 300,000 active;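 active means inhibition over 29.93%, a cutoff 3 SD above the screen mean, later confirmed by dose response; inconclusive means inhibition over 29.93% but no dose response follow-up; inactive means inhibition at most 29.93% or unconfirmed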;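 further: 0% = low Mg2+ inducing control and 100% = high Mg2+ repressing control; strong numbers were not always called active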
GPR55 LPI antagonism – GPR55 antagonists blocking LPI-driven arrestin recruitment, primary screen, imaging, U2OS, beta-arrestin-GFP, LPI agonist (AID 2013) | U2OS GPR55 beta-arrestin-GFP translocation imaging, LPI antagonism; higher % means a stronger effect | 0.13% of 290,000 active | inhibition, % at 10 µM, or IC50 in µM where a hit was titrated | G-protein coupled receptor 55 (Homo sapiens);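 active means spots per cell inhibited over 60%, with over 100 cells counted and total cytoplasm intensity under 500,000; inconclusive means wells with under 100 cells, flagged as likely toxic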;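 further: U2OS cells stably carrying GPR55 and arrestin-GFP stimulated by 5 µM LPI near EC80; imaged beta-arrestin-GFP aggregate spots per cell after agonist stimulation; plate controls were LPI-stimulated DMSO wells for no effect and DMSO wells without LPI for full effect; some results filed as inactive read as strong as hits; confirmed hits need IC50 under 10 µM and bright autofluorescent wells are also inconclusive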
GPR35 arrestin U2OS – GPR35 antagonists blocking zaprinast-driven arrestin recruitment, primary screen, imaging, U2OS, beta-arrestin-GFP, zaprinast agonist (AID 2058); G-protein coupled receptor 35 (Homo sapiens); U2OS GPR35 beta-arrestin-GFP translocation imaging, zaprinast antagonism; higher % means a stronger effect; inhibition, % at 10 µM, or IC50 in µM where a hit was titrated; 0.052% of 290,000 active;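 active means inhibition of at least 50% with at least 30 cells and total cytoplasm GFP at most 10,000,000; inconclusive means under 30 cells or total GFP of 10,000,000 plus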
T cell modulator – modulators of CD8 T cell-vesicle binding, primary screen, mouse 2C CD8+ T cells, flow cytometry; 0.068% of 330,000 active; AID 2052, 2009; calls only at 7 µM; 2C CD8+ T cell-vesicle binding; stronger effect = lower value;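 active means response, share of CD8 T cells binding vesicles, and their 90th percentile fluorescence all below set limits, cut at about 80% in these data, passing the limit was not always enough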
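Assay system – 2C mouse CD8+ T cells · Also added – QL9-loaded Drosophila micro-vesicles · Timing – Cell–vesicle co-incubation 1.5 h at 37 °C, staining 20 min on ice · Signal – flow cytometry of vesicle-bound cells · Measure – percent CD8+ FL2 mean versus row control · Controls – Peptide-free naked vesicles (low) and QL9 vesicles with 0.7% DMSO vehicle (high)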
KOR beta-arrestin-1 – KOR agonists, beta-arrestin recruitment, primary screen, cell-based, luminescence, uHTS (AID 1777); Kappa-type opioid receptor (Homo sapiens); KOR beta-arrestin recruitment, luminescence; higher % means a stronger effect; activation, % at 10 µM; hits with a dose series show EC50 in µM; 0.02% of 280,000 active; in the data active means activation above about 50%, passing the limit was not always enough; further: a part of the inactive calls stands beside numbers as strong as those of hits
GPR55 activation – GPR55 agonists via beta-arrestin recruitment, primary screen, imaging, U2OS cells, beta-arrestin-GFP redistribution (AID 1961); G-protein coupled receptor 55 (Homo sapiens); U2OS GPR55 beta-arrestin-GFP redistribution imaging; higher % means a stronger effect; one-dose activation, % at 10 µM; EC50 in µM for titrated hits; 0.048% of 290,000 active;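 active means activation above 40% with more than 50 cells counted in the well; inconclusive means wells holding fewer than 50 cells, flagged as toxic or sparse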;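 further: U2OS osteosarcoma cells stably expressing GPR55 and beta-arrestin-GFP; plate controls were DMSO negative control for no effect and LPI positive control for full effect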
West Nile virus CPE – West Nile virus antiviral activity, cell-based, CPE readout (AID 1621) | West Nile virus-infected cells, CPE inhibition; higher % means a stronger effect | CPE inhibition, % at 10 µM, or IC50 in µM where a hit was titrated | 0.02% of 290,000 active; in the data active means a potency from the dose series; inconclusive means CPE inhibition mostly from about 3.7% at the one dose, without a potency; inactive means the rest, 99 in 100 with CPE inhibition below about 2.2%; further: strong numbers were not always called active
NTR1 agonist – agonists of NTR1, primary screen, imaging, U2OS cells, beta-arrestin-GFP, high content (AID 493036). NTR1-U2OS beta-arrestin-GFP spot imaging, agonist mode. activation, % at 20 µM. 0.17% of 330,000 active;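 active means activation at or above 40% of the spot to cytoplasm intensity ratio, with at least 20 cells analyzed; inconclusive means wells under 20 cells, flagged as cytotoxic or low count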;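 further: 0% = DMSO without peptide and 100% = 100 nM NTR1 peptide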
Target sequence (P30989 whole entry, looked up): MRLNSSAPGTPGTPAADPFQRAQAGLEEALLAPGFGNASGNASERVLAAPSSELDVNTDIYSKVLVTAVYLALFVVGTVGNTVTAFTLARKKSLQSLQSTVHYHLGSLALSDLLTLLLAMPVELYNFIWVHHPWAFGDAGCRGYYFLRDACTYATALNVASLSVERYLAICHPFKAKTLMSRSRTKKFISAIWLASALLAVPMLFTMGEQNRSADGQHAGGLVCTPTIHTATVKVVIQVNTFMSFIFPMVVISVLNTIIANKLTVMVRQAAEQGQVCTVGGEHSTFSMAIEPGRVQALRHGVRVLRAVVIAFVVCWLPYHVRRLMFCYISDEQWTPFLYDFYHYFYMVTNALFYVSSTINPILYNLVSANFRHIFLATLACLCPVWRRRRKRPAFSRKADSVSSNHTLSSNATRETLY
KOR beta-arrestin-2 – KOR antagonists, beta-arrestin recruitment, cell-based, luminescence, uHTS (AID 1778) | one-dose inhibition, % at 10 µM; IC50 in µM for titrated hits | 0.091% of 290,000 active | KOR beta-arrestin recruitment, luminescence, antagonist mode; higher % means a stronger effect | Kappa-type opioid receptor (Homo sapiens); in the data active means inhibition above about 50%; further: strong numbers were not always called active
T cell modulator vesicle-bound % – recorded beside T cell modulator, whose call it bears; double positive events, %; measured here: CD8+ vesicle-bound cell fraction;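 binding gate set so that unloaded-vesicle control wells show 10% double positive cells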
NTR1 agonist cell count 20 µM – second read-out of NTR1 agonist, no call of its own (marks repeat the call); cell count; measured here: cell count, cytotoxicity flag
* marks the source's active call; other numbers are inactive results; i = inactive; ? = inconclusive; . = no result given; [ ] = another dose, or the depositor's remark. Compounds were not picked by outcome; overall some 0.62% were active at least once.

SMILES	Salmonella PhoP GFP	GPR55 LPI antagonism	GPR35 arrestin U2OS	T cell modulator	T cell modulator vesicle-bound %	KOR beta-arrestin-1	GPR55 activation	West Nile virus CPE	NTR1 agonist	NTR1 agonist cell count 20 µM	KOR beta-arrestin-2
O=C1NN=C(c2ccc(Cl)cc2)CC1c1c[nH]c2ccccc12 (centres undefined)	5.9%	15.8%	1.1%	i	35.3	0.5%	-0.2%	-1.1%	6.1	46	-13.2%
NC1=NC(=O)C2(COC(c3cccc([N+](=O)[O-])c3)OC2)S1 (centres undefined)	10.5%	5.0%	8.8%	i	31.9	0.9%	0.7%	1.3%	-1.4	68	1.3%
CCOc1ccc(Cc2onc3c2C(=O)CCC3)cc1OCC	4.7%	2.2%	2.4%	i	42.7	-0.8%	-0.5%	-0.3%	0.6	64	-9.7%
N/C(=N\OC(=O)c1cccs1)c1cccc([N+](=O)[O-])c1	16.9%	9.7%	-10.6%	i	46.0	-1.2%	-0.3%	-0.4%	0.6	91	-24.5%
COc1ccccc1N1CCN(/N=C/c2ccc(O)c(O)c2)CC1	1.5%	0.5%	6.9%	i	52.1	.	-0.1%	0.0%	1.4	58	-27.7%[20 µM]
O=C(Nc1ccc2c(c1)oc1ccccc12)N1CCOCC1	35.2%	-2.7%	-16.7%	i	46.5	-6.6%	0.2%	0.3%	-0.7	32	8.4%
CCCOc1ccccc1C1NC(=O)NC(C)=C1C(=O)OCCOC (centres undefined)	13.0%	13.9%	-1.6%	i	7.0	-1.4%	0.3%	0.1%	0.2	53	33.4%
CC1Cc2ccccc2N1C(=O)CN(C)S(=O)(=O)c1cccc2cccnc12 (centres undefined)	8.6%	4.9%	-6.9%	i	45.4	-3.7%	-0.1%	-0.2%	-2.3	60	20.1%
CC1Cc2nc(SCC(N)=O)n(C)c(=O)c2S1 (centres undefined)	11.0%	6.1%	13.5%	i	42.3	-1.3%	-0.1%	-0.1%	-1.2	69	-8.8%
Cc1ccccc1NC(=O)CCN1C(=O)c2ccccc2C1=O	8.0%	-7.4%	11.0%	i	66.1	0.0%	-0.1%	-0.2%	2.3	43	4.9%
COc1ccccc1CCC(=O)OCC(=O)NC1CCCCC1	-3.1%	8.6%	10.8%	i	62.5	1.7%	-0.2%	-0.1%	0.8	69	-0.2%
CCC(C)NC(=O)CSc1nc(-c2cccs2)cc(C(F)(F)F)n1 (centres undefined)	-10.2%	10.5%	3.9%	i	29.2	9.0%	-0.1%	-0.9%	0.9	47	26.6%
CN1CC(=O)N(CC(=O)Nc2ccc(Cl)c(C(F)(F)F)c2)C1=O	-2.7%	-11.3%	-11.1%	i	24.3	1.8%	-0.1%	-0.5%	-1.3	66	7.5%
COc1cccc(/C=N/NC(=O)C(C)Sc2ccccc2)c1 (centres undefined)	.	7.7%	5.8%	i	62.3	-1.1%	1.2%	-0.4%	0.8	91	-16.6%[20 µM]
COC(=O)c1cnn2c1C(=O)N(Cc1cccs1)CC2	-4.3%	9.1%	-8.1%	i	61.0	1.7%	-0.3%	-0.5%	-0.3	57	-19.8%
Cc1ccc(Cl)cc1N1CCN(C(=O)C2CCN(c3nnc(-n4cccc4)s3)CC2)CC1	13.5%	9.1%	22.2%	i	35.5	-3.1%	0.2%	-0.8%	4.0	44	7.7%
CC(OC(=O)c1cccc(-n2cnnn2)c1)C(=O)N(C)c1ccccc1 (centres undefined)	-5.4%	5.3%	-0.4%	i	65.1	11.2%	0.0%	-0.1%	1.2	57	-2.4%
Cc1cccc(NC(=O)Nc2cc(C)on2)c1	3.9%	-9.8%	0.7%	i	31.1	5.0%	0.2%	.	-1.0	56	-12.0%
N#Cc1cc2cc3c(cc2nc1SCC(=O)N1CCOCC1)OCO3	10.0%	-0.9%	-8.9%	i	22.4	-3.0%	-0.2%	0.2%	-0.7	54	-0.9%
N#CC(C#N)=NNc1ccc(S(=O)(=O)N2CCCC2)cc1	-0.4%	14.2%	-9.2%	i	5.3	-1.0%	-0.1%	-0.3%	2.4	38	-3.0%
CCOC(=O)Nc1sc2c(c1C(=O)OCC)CCC2	-8.1%	4.2%	9.5%	i	19.9	.	-0.1%	-0.5%	0.7	76	13.2%
COc1ccc(N2C(=O)CC(Sc3nc4ccccc4s3)C2=O)cc1 (centres undefined)	-3.9%	6.0%	-1.2%	i	30.7	-3.0%	-0.3%	-2.4%	0.6	58	16.6%
O=C(O)c1ccc(NC(=O)c2ccc3c(c2)C(=O)N(CC2CCCO2)C3=O)cc1 (centres undefined)	2.5%	-10.7%	11.2%	i	34.7	-1.4%	0.2%	-0.8%	-0.8	56	5.3%
Cc1nc(N2CCCCC2)sc1C(=O)c1ccc(Cl)c([N+](=O)[O-])c1	-2.1%	5.4%	0.7%	i	41.4	1.4%	0.0%	-0.7%	8.4	30	-18.0%
O=C(CCC(=O)c1cccs1)NCc1ccncc1	-2.2%	4.9%	-0.3%	i	37.3	-5.9%	-0.2%	-0.4%	0.0	55	22.2%
NC(=O)c1ccc(NC(=O)CCc2nc3ccccc3s2)cc1	2.9%	8.4%	4.5%	i	5.4	2.7%	0.0%	0.2%	0.5	43	-11.6%
CC1CCCCN1S(=O)(=O)c1ccc(S(=O)(=O)N2CCCC2)cc1 (centres undefined)	-1.8%	3.9%	2.3%	i	47.2	-0.6%	-0.2%	-0.5%	-0.8	59	2.4%
CC1CCN(S(=O)(=O)c2ccc3c(ccn3CCC(=O)N3CCCCC3)c2)CC1	6.8%	-2.5%	-2.7%	i	12.1	0.1%	-0.2%	1.1%	0.8	56	9.3%
O=C(COC(=O)COc1ccccc1F)Nc1ccc(Cl)cn1	-9.6%	9.4%	0.5%	i	26.5	3.8%	-0.1%	0.0%	0.2	52	15.7%
COC(=O)C1=C(C)N(C)C(C)=C(C(=O)OC)C1c1ccc(F)c(Br)c1	12.5%	29.2%	14.7%	i	41.7	-2.5%	-0.1%	0.0%	3.1	46	26.7%
CC(C)[C@H](NC(=O)NCCc1ccccc1)C(=O)O	-0.2%	1.0%	17.1%	i	22.4	-1.3%	-0.2%	0.6%	-0.8	44	-17.0%
O=C(CSc1nnc(-c2cccc(F)c2)o1)NC1CCCC1	.	11.2%	-8.1%	.	.	-5.2%	0.5%	0.5%	0.4	47	-21.2%
COc1cccc(CC(=O)Nc2ccccc2N2CCCC2)c1	0.1%	16.8%	-0.3%	i	8.6	-2.3%	-0.1%	-0.7%	-0.7	83	21.2%
O=C(NCc1ccccc1Cl)c1cc(=O)[nH]c2ccccc12	6.9%	0.6%	-1.6%	i	34.7	-2.1%	-0.2%	-0.6%	0.0	46	4.5%
O=C(NCCc1ccccc1)C1CCCN1S(=O)(=O)c1ccccc1 (centres undefined)	-4.8%	9.9%	-5.7%	i	54.8	5.4%	-0.4%	-0.9%	-0.3	104	-12.9%
CCN1CCN(C(=O)c2sc3nc(C)nc(N4CCC(C)CC4)c3c2C)CC1	7.6%	5.2%	-0.6%	i	44.3	0.1%	0.2%	-0.1%	1.4	50	12.4%
CSc1ccccc1NC(=O)C1CC(c2ccccc2Cl)=NO1 (centres undefined)	1.9%	6.9%	-1.2%	i	56.0	-2.4%	-0.1%	-0.9%	-0.7	50	-7.4%
Cc1c(C(=O)Nc2nnc(SCc3ccccc3Cl)s2)cccc1[N+](=O)[O-]	2.4%	-0.3%	8.6%	i	10.1	20.8%	-0.3%	0.4%	0.3	88	-27.6%
COc1ccc(CC(=O)NNC(=O)c2ccc(Br)o2)cc1	3.3%	4.8%	15.1%	i	13.1	0.4%	0.0%	-0.3%	1.6	62	20.3%
Cc1cccc2cc(/C=N/NC(=O)CN3CCCCC3)c(Cl)nc12	-5.5%	6.4%	13.4%	i	25.8	-4.4%	-0.1%	-0.2%	2.4	38	24.2%
Clc1ccc(-c2nnc3n2CCCCS3)cc1	7.9%	8.2%	-5.9%	i	29.7	0.0%	0.7%	0.7%	-0.7	45	8.7%
CCOc1cc(C(=S)N2CCOCC2)ccc1OS(=O)(=O)c1ccccc1	-15.2%	-2.2%	-4.1%	i	24.6	2.0%	0.7%	-0.6%	2.3	29	.
Cc1ccc(S(=O)(=O)N(C(=O)c2ccncc2)c2ccc(OC(=O)c3ccncc3)c3ccccc23)cc1	5.2%	10.2%	3.7%	i	40.9	-3.3%	-0.3%	?	-0.8	34	27.1%
Cc1ccc(C(=O)Nc2nnc(-c3cccs3)s2)cc1C	-1.8%	23.2%	-3.1%	i	35.5	2.2%	-2.0%	.	1.1	37	-2.2%
COc1ccc(/C=C2\N=C(C)OC2=O)cc1[N+](=O)[O-]	1.8%	16.4%	11.2%	i	28.0	3.9%	-0.1%	-0.2%	-0.5	38	8.5%
COC(=O)c1ccc(C2c3[nH]c4ccccc4c3C[C@H]3C(=O)N(C4CCN(Cc5ccccc5)CC4)CC(=O)N23)cc1 (some centres undefined)	.	-0.7%	-5.3%	i	52.5	-0.6%	-0.1%	-0.4%	3.2	75	1.6%
CCc1c(OC(C)=O)c2ccccc2n(C)c1=O	25.0%	13.1%	6.9%	i	46.8	-0.2%	0.0%	-0.2%	-1.2	28	-12.3%
Cc1cccc(C)c1NC(=S)NCCCN1CCCC1=O	-13.1%	9.8%	3.3%	i	33.8	-1.5%	0.3%	0.1%	-1.3	43	2.7%
CCCCC(=O)Nc1cc(OCC)c(NC(=S)NC)cc1OCC	-9.7%	-7.5%	-14.9%	i	36.0	-1.1%	0.1%	-0.9%	3.4	51	-25.1%
COc1ccc(CC(C(=O)Nc2cccc(F)c2)c2nn[nH]n2)c(OC)c1 (centres undefined)	1.8%	12.7%	16.6%	i	37.8	-3.7%	1.0%	0.8%	-1.2	83	13.9%
